Screens deposited in PubChem BioAssay by several laboratories.
KLK7 zymogen act: activators of human kallikrein-7 zymogen | activation, % at 7 µM | AID 652039 | P49862 | purified proKLK7, EDANS-DABCYL substrate fluorescence; 100% is mature enzyme control, 0% vehicle | actives 0.9% (n = 370,000);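 active = activation above the mean of all tested compounds plus 3 SD, computed per campaign excluding outliers beyond control limits, cut at about 13% in these data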
PLC-beta3 inh: blocks human PLC-beta3 enzyme activity; Q01970; Purified PLC-beta3, fluorogenic substrate, fluorescence; inhibition, % at 12.2 µM; actives 0.18% (n = 370,000); AID 720704; in the data active = inhibition above about 11%;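 note: 0% = median of compound wells on plate and 100% = full blocker control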
HGIII-sPLA2 inh: Inhibits HGIII-sPLA2 liposome hydrolysis, primary screen; inhibition, % at 12.2 µM; actives 0.56% (n = 370,000); Q9NZ20; QFRET BODIPY PC-A2 liposome hydrolysis, fluorescence;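 active = inhibition above mean plus 3 SD of compounds lying within the high and low control bounds, cut at about 19% in these data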;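 note: 0% = median of test compound wells and 100% = no enzyme DMSO wells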
Rev-erbA mod: modulators of human Rev-erb alpha DNA binding. activity, % at 10 µM. actives 0.79% (n = 370,000). Rev-erbα–FITC-DNA binding, fluorescence polarization, 90 min. AID 1259318;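 active = activity above about 14%, limit read from the data; passing the limit was not always enough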;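 note: 0% = DMSO wells with 35 nM protein and 100% = DMSO wells with 750 nM protein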
Tn6 DDE FP: inhibitors of Tn6 peptide binding to human fibrin DD(E); inhibition, % at 8.3 µM; actives 0.21% (n = 370,000); AID 720509; Fibrin DD(E) TRITC-Tn6 fluorescence polarization displacement;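 active = inhibition above a per-campaign cutoff: mean of compounds within control limits plus 3 SD, cut at about 15% in these data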;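 note: 0% = median of all compound wells on the plate and 100% = blocking peptide control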
ASAP1 GAP inh: blocks human ASAP1-stimulated Arf1 GTP hydrolysis; Q9ULH1; GDP FP detection; inhibition, % at 16.5 µM; actives 0.19% (n = 360,000); AID 624377; in the data active = inhibition above about 25%;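 note: 0% = vehicle with enzyme and substrate and 100% = no enzyme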
ARFGAP1 inhibitor: inhibitors of rat ARFGAP1. Q62848. Arfgap1-stimulated ARF1 GTP hydrolysis, GDP FP detection. inhibition, % at 16.5 µM. actives 0.26% (n = 360,000). AID 651572;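 active = inhibition above a per-plate limit, mean inhibition of low control wells plus 3 SD, cut at about 25% in these data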;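 note: 0% = DMSO wells with enzyme and 100% = wells lacking Arfgap1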
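Repeats: one replicate per compound; assay system: rat Arfgap1 catalytic domain, aa 1-136; times: enzyme reaction 120 min at 25 °C after 20 min preincubation; detection: FP of antibody-bound GDP Alexa 633 tracer, ex 620/em 688 nm; benchmarks: high control wells lacking Arfgap1, low control full reaction with DMSO; reagent: human ARF1(Δ1-17)-GTP substrate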
PLC-gamma1 inh: inhibitors of human phospholipase C gamma1; inhibition, % at 12.2 µM; purified PLC-gamma1, fluorogenic substrate, fluorescence; actives 0.84% (n = 370,000); in the data active = inhibition above about 9.5%
UHRF1 MBD2 ctr: human UHRF1 methylated DNA binding inhibitors; actives 0.75% (n = 370,000); UHRF1 binding to methylated oligo, TR-FRET; AID 687016; Q96T88; inhibition, % at 4.4 µM; in the data active = inhibition above about 21%;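 note: UHRF1 SRA domain binding a hemimethylated CpG hairpin DNA probe; 0% = median of test compound wells and 100% = reference inhibitor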
DDE Tn7 FP inh: inhibitors of Tn7 peptide binding to human fibrin DD(E); P02675; FP displacement of FITC-Tn7 peptide from fibrin DD(E); 0% = median of compound wells per plate; inhibition, % at 8.3 µM; actives 0.13% (n = 370,000); AID 720508;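 active = inhibition above the mean of compounds falling within the control limits plus 3 SD of them, cut at about 14% in these data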;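 note: 0% = plate median of compound wells and 100% = 10 µM Aha-Tn7 peptide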
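Test system: human clot-derived fibrin DD(E) complex / Quantity: 2 µM final DD(E) protein / Incubation: 10 min plus 3 h, room temperature / Measured by: fluorescence polarization / Benchmarks: high control of 10 µM Aha-Tn7 peptide / Replicates: singlicate testing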
* = called active by the depositor. No enrichment for hits; any-hit rate near 4.5%.

SMILES	KLK7 zymogen act	PLC-beta3 inh	HGIII-sPLA2 inh	Rev-erbA mod	Tn6 DDE FP	ASAP1 GAP inh	ARFGAP1 inhibitor	PLC-gamma1 inh	UHRF1 MBD2 ctr	DDE Tn7 FP inh
Cc1cc(C)n2nc(C(=O)N/N=C/c3ccco3)nc2n1	0.5	-5.8	-2.7	7.5	1.7	9.4	8.2	-2.9	0.3	-5.2
Cc1noc(C)c1COc1ccccc1C(=O)Nc1cccc(S(=O)(=O)N(C)C)c1	0.5	-4.8	-10.0	-2.9	2.1	6.4	14.2	0.0	-0.1	1.4
COc1ccc(/C=N/n2cnc3c([nH]c4ccc(F)cc43)c2=O)cc1CN1CCCC1	-1.2	-11.4	-3.8	3.8	-1.1	-5.0	4.2	-3.8	-2.1	-2.3
CCOc1ccc(/C=N/n2c(-c3ccccc3)n[nH]c2=S)cc1	-0.1	-9.6	3.0	-1.5	2.5	-8.3	-4.5	0.8	-1.8	3.8
Cc1cccc(N(CC(=O)NC(C)C)C(=O)c2ccc(N3CCCC3)nc2)c1	0.6	-2.3	4.2	10.7	-0.1	6.6	8.9	-1.2	1.6	-1.8
CCOC(=O)Cc1c(C)nc2c(-c3ccccc3)c[nH]n2c1=O	-34.7	-153.1	9.7	0.6	-3.1	1.4	-5.5	-131.7	2.2	1.3
O=C(NCCc1c[nH]c2ccccc12)C(=O)NCC1OCCCN1S(=O)(=O)c1cccs1 (configuration not stated)	0.6	2.6	-66.7	-2.1	-3.1	2.7	-10.0	-1.7	-5.0	3.1
Cn1c(-c2cccc(Br)c2)cnc1NCc1cccnc1	-0.5	5.5	13.1	1.9	5.7	-8.1	-4.4	-0.3	0.7	0.2
CC(=O)Nc1ccccc1C(=O)C(=O)Nc1ccc(F)cc1	-0.1	4.3	0.9	-6.5	0.7	11.3	13.4	2.5	-2.0	-0.8
O=C(c1ccco1)N1CCN(C(=O)c2ccc(-c3cccc(C(F)(F)F)c3)o2)CC1	0.3	-3.6	-4.2	-6.4	-4.1	-3.0	5.3	-3.8	-2.3	12.1
COc1ccc(C(=O)COC(=O)Cc2n[nH]c(=O)c3ccccc23)c(OC)c1	11.7	-58.2	3.9	0.8	-13.7	-3.7	7.6	-53.2	5.4	4.6
CCOc1cc(C(=O)Nc2ccccc2F)cc(Br)c1OCC	-0.5	4.5	-0.6	-2.6	2.2	3.2	-4.5	3.5	1.1	-0.1
CSc1nc2ccccc2n1CC(=O)Nc1cc(C(F)(F)F)ccc1N1CCOCC1	0.3	3.6	-3.3	-9.9	1.2	16.4	3.5	1.5	1.1	3.9
CCCCn1c(N)c(N(CCOC)C(=O)COc2ccc(OCC)cc2)c(=O)[nH]c1=O	-0.7	-12.9	10.9	1.1	-2.1	3.0	-3.4	-5.9	-0.8	8.3
COc1cc(C2C(C(=O)c3cc4ccccc4o3)=C(O)C(=O)N2c2cc(C)on2)cc(OC)c1OC (configuration not stated)	2.4	-62.7	-14.2	-2.0	-0.6	6.2	-2.7	-39.8	16.7	2.9
O=C(CCc1nnc(CCc2ccccc2)o1)N1CCCCC1CCn1cccn1 (configuration not stated)	0.3	2.6	2.6	2.0	0.2	8.6	-6.6	-3.0	2.2	0.4
Nc1ccc(C(=O)Nc2ccc(OC(F)(F)C(F)F)c(NC(=O)c3ccc(N)cc3)c2)cc1	0.5	-5.8	-9.6	1.0	1.7	2.4	16.4	-4.7	-4.4	4.6
Cc1cccc(N(CC(=O)NC2CCCC2)C(=O)CCC(=O)Nc2cc(C)on2)c1	0.0	-2.6	-0.7	5.1	-4.0	0.8	18.3	0.8	-1.7	-1.6
CCn1c(SCC(O)c2ccccc2)nnc1-c1ccccc1 (configuration not stated)	0.0	-0.9	7.9	-2.2	3.2	-9.3	-7.9	-1.1	4.8	4.2
COc1ccc(C(=O)Nc2cc(Cl)ccc2-n2cncn2)c(OC)c1OC	-0.1	-2.4	-2.6	4.0	10.3	-4.7	1.0	-1.8	1.5	0.0
Cc1ccc(S(=O)(=O)N2CCN(C)CC2)c(C)c1N(C)S(=O)(=O)c1ccc(Cl)cc1	0.5	0.6	-10.5	-2.5	2.7	-16.5	-17.4	3.6	2.6	8.3
CC(=O)c1sc(NC(=O)c2ccc(C)cc2)nc1C	-0.8	2.7	4.9	4.1	-3.6	3.3	3.2	3.5	0.5	-6.4
CC(C)(C)C1CCC(OC(=O)c2cncc(Br)c2)CC1 (configuration not stated)	-0.2	-0.9	9.8	-6.6	-3.6	-13.2	8.5	2.0	1.3	3.3
COc1cc(CNCC(C)C)c(Br)cc1OCC(=O)NCc1ccccc1	0.3	-0.1	-7.9	-2.3	0.9	-5.7	2.0	-0.8	1.0	1.9
Cc1cc(C)cc(-n2c(C)cc(/C=N\NC(=O)COc3cccc4cccnc34)c2C)c1	-1.3	-36.6	-12.2	-3.0	5.0	-1.0	1.4	-32.3	8.4	3.1

Single records, as listed above.
COc1ccc(C(=O)COC(=O)Cc2n[nH]c(=O)c3ccccc23)c(OC)c1 is entered as KLK7 zymogen act: 11.7; PLC-beta3 inh: -58.2; HGIII-sPLA2 inh: 3.9; Rev-erbA mod: 0.8; Tn6 DDE FP: -13.7; ASAP1 GAP inh: -3.7; ARFGAP1 inhibitor: 7.6; PLC-gamma1 inh: -53.2; UHRF1 MBD2 ctr: 5.4; DDE Tn7 FP inh: 4.6
Cc1cc(C)n2nc(C(=O)N/N=C/c3ccco3)nc2n1 is entered as KLK7 zymogen act: 0.5; PLC-beta3 inh: -5.8; HGIII-sPLA2 inh: -2.7; Rev-erbA mod: 7.5; Tn6 DDE FP: 1.7; ASAP1 GAP inh: 9.4; ARFGAP1 inhibitor: 8.2; PLC-gamma1 inh: -2.9; UHRF1 MBD2 ctr: 0.3; DDE Tn7 FP inh: -5.2

Next section.
SMILES	KLK7 zymogen act	PLC-beta3 inh	HGIII-sPLA2 inh	Rev-erbA mod	Tn6 DDE FP	ASAP1 GAP inh	ARFGAP1 inhibitor	PLC-gamma1 inh	UHRF1 MBD2 ctr	DDE Tn7 FP inh
CCOc1ccc(/C=N/n2c(C)nnc2C)cc1OC	0.5	-0.2	2.4	-3.3	-2.7	-2.0	3.9	-1.3	-3.1	-6.7
CCc1nc(SCC(=O)Nc2ccc([N+](=O)[O-])cc2)n[nH]1	0.4	-3.6	-1.3	-9.0	-14.2	-13.5	-4.1	2.5	0.8	1.2
CCN(CC)C(=O)C(C)N(C#N)c1nc(NC(C)C)nc(NC(C)C)n1 (configuration not stated)	0.5	1.1	2.0	-5.2	6.7	2.2	8.7	2.8	4.1	-7.8
Cc1cccc(N=C2NC(=O)/C(=C3/C(=O)N(C)c4ccccc43)S2)c1C	0.0	2.4	-5.9	1.8	0.5	-3.5	5.3	4.9	-0.3	-1.1
O=C(Cn1c(-c2ccccc2)noc1=O)N1CCC(Cc2ccccc2)CC1	0.2	-3.1	3.4	5.7	-5.7	4.3	7.6	2.3	2.6	5.1
Cc1ccc(C2CC(c3ccc(Cl)cc3)n3nc(N)nc3N2)cc1 (configuration not stated)	0.7	-83.9	7.2	-9.6	5.0	6.8	-6.8	-59.6	-0.4	-1.9
Brc1ccc(N=C(c2ccccc2)c2ccncc2)cc1	0.2	4.3	7.0	2.7	-0.6	-13.6	0.4	3.3	1.3	0.1
Cc1ccc(NS(=O)(=O)c2ccc3c(c2)OCCCO3)cc1S(=O)(=O)N1CCOCC1	-0.6	-6.5	-1.6	-8.3	-4.1	1.4	12.9	1.8	-2.6	-8.1
CC(=O)c1ccc(Sc2nnc(C)s2)c([N+](=O)[O-])c1	-0.2	2.6	12.1	-7.0	-1.4	-4.3	0.1	2.0	6.7	11.1
O=C(Nc1ccc(F)c(Cl)c1)c1cc(C2CCCCN2C(=O)CCc2ccccc2)on1 (configuration not stated)	0.2	-2.3	-13.5	-0.9	1.7	-11.0	2.2	0.1	-2.0	6.8
Clc1nc(Cl)c2ncn(-c3ccccc3)c2n1	-0.6	-9.4	8.5	0.1	1.0	-0.4	9.9	-6.6	-0.1	9.8
CCP(=O)(CC)c1cccc(N)c1	0.1	-2.4	6.9	-11.7	5.4	-7.8	-11.7	-2.4	-1.5	0.4
CNC(=O)c1ccsc1NC(=O)C1CCN(S(=O)(=O)c2cccs2)CC1	-0.4	0.4	-4.3	-2.4	-4.7	7.6	8.2	-0.1	0.7	-1.2
COc1ccccc1C(=O)Nc1ccnn1C1CCN(C2CCCCC2)CC1	0.2	0.0	1.6	-8.8	5.7	-8.8	-1.3	-1.8	1.0	3.6
OC(CCCC(O)c1ccccc1)c1ccccc1 (configuration not stated)	-0.4	7.0	-0.4	1.1	0.9	-4.6	6.2	5.2	0.7	-5.4
CN(Cc1nc(-c2cccc(Cl)c2)no1)C1CCOCC1	0.0	-6.4	9.5	-5.1	3.5	-2.3	-1.1	-2.5	1.7	6.3
Cc1nc2nc(C)c(NS(=O)(=O)c3ccc(C4CCCCC4)cc3)c(=O)n2[nH]1	0.2	-12.1	-3.2	-0.2	-1.3	11.0	8.8	-1.4	3.7	4.5
CS(=O)(=O)N1CCc2cc(-c3csc(NCC4CCCO4)n3)ccc21 (configuration not stated)	-0.6	-35.8	2.5	-2.2	2.7	3.4	0.9	-24.3	-5.3	-5.7
CCc1nn2cc(C(=O)c3ccccc3O)cnc2c1-c1ccc(F)cc1	0.1	-3.6	15.9	-3.8	-10.6	0.9	9.2	-5.7	1.3	6.9
CC1C(=O)N(Cc2cn(CCC3OCCO3)nn2)CCS(=O)(=O)N1Cc1ccc(-c2ccc(F)cc2)cc1 (configuration not stated)	0.5	-6.2	-9.2	1.1	-4.8	-9.0	14.8	1.1	4.2	0.4
CC1(C)C=C(c2ccc(C(=O)O)s2)CC(C)(C)N1	-0.1	4.3	8.3	0.3	3.8	7.3	-0.7	3.1	4.2	-0.4
CC(=O)N/N=C(\C)CC(=O)Nc1ccc2c(c1)OCCO2	-0.9	-0.3	-6.2	-2.2	5.9	-2.0	-14.7	1.1	0.0	1.9
CCOc1ccc(C2N(c3cc(C)on3)C(=O)C3CCCN32)cc1OC (configuration not stated)	-0.7	0.6	6.7	4.8	-3.6	0.9	13.3	-1.1	0.2	-7.5
O=C(CSCc1c(Cl)cccc1Cl)NCc1ccccn1	-0.1	-6.2	1.3	-3.0	2.5	5.3	-3.4	-2.9	-2.0	-2.4
CCOC(=O)/C(C#N)=C/Nc1ccccc1NS(=O)(=O)c1ccc(C)c(C)c1	-0.5	-7.2	-4.6	1.9	4.8	-4.8	4.4	-1.0	19.9	4.0
S=C(Nc1ccccc1Cl)N1CCN(c2ccccn2)CC1	-0.8	-6.8	15.2	-3.1	1.6	17.1	1.5	1.4	2.5	3.4
CCCCCc1ccc(-c2cn(CC3CCCCC3)nn2)cc1	0.3	0.2	12.3	-2.8	-6.5	5.8	19.9	1.3	2.9	-1.3
CC1c2cc3c(cc2CCN1C(=O)c1cccc(Cl)c1)OCCCO3 (configuration not stated)	0.4	-27.3	-6.4	1.6	4.8	-1.8	-0.1	-7.7	0.2	-5.5
CC1CC(C)CN(C(=O)C(C)N2CCN(S(=O)(=O)c3cccs3)CC2)C1 (configuration not stated)	0.1	-8.6	15.0	-3.0	-5.8	-3.7	10.0	-1.6	3.9	1.1
